PI5P4Ka inh: qHTS for Inhibitors of phosphatidylinositol 5-phosphate 4-kinase (PI5P4K); PI5P4Kalpha enzyme, ADP-Glo luminescence, 60 min; stronger effect = lower value; 330,000 compounds, 1.2% hits; Phosphatidylinositol 5-phosphate 4-kinase type-2 alpha (Homo sapiens), P48426; max response, %; active = max response of -50% or lower; inconclusive = between -30% and -50%; inactive = -30% or higher; also: value at the top dose of about 77 µM; % is scaled to controls: 0 for no effect and ±100 for the full control effect
Target sequence (P48426 whole entry, looked up): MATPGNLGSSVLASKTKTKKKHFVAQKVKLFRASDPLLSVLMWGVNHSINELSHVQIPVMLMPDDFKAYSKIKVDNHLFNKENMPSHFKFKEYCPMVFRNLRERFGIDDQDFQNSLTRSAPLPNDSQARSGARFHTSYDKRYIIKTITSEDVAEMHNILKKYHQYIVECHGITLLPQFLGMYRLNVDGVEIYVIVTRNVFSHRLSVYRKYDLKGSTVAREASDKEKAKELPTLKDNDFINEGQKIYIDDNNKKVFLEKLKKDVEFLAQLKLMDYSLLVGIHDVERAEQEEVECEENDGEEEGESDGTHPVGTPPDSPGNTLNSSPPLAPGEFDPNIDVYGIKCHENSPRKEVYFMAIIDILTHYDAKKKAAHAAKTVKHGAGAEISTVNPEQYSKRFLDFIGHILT
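Controls without substrate or without enzyme flank wells where PI5P4Kalpha converts substrate using 5 microM ATP (final). Incubation lasts 60 minutes at room temperature; ADP formed is read by ADP-Glo luminescence.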
EPAC1 antagonist: qHTS for Antagonist of cAMP-regulated guanine nucleotide exchange factor 3 (EPAC1): primary screen | Potency, µM (series often up to 115 µM), inactives show top-dose activity change, negative = inhibition, usual class: inhibitors | 360,000 compounds, 0.14% hits | EPAC1 GEF assay, Rap1b-BODIPY-GDP exchange fluorescence | Rap guanine nucleotide exchange factor 3 (Homo sapiens), O95398;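 also: potency is read from the fitted curve at half-maximal effect; plate controls were vehicle for no effect and positive control for full effect; nearly all actives have a fitted effect of over 50% in size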
EPAC1 agonist: qHTS for Agonist of cAMP-regulated guanine nucleotide exchange factor 3 (EPAC1): primary screen; Rap guanine nucleotide exchange factor 3 (Homo sapiens), O95398; EPAC1 agonist qHTS, biochemical assay; response scale: 100% = response to 6.5 mM cAMP; Potency, µM (doses to about 154 µM), inactives show at the highest dose activation, most hits filed as activators; 360,000 compounds, 0.073% hits; also: potency is read from the fitted curve at half-maximal effect; nearly all actives have a fitted effect of over 60% in size
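Multi-concentration qHTS readout: loss of Rap1B-bound BODIPY-GDP fluorescence driven by 100 nM EPAC1 with excess GDP (50 uM), monitored kinetically at room temperature; agonist response expressed relative to 6.5 mM cAMP.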
CCT modulator: High-Throughput Screening for Modulators of Cytosolic Chaperonin Activity; purified chaperonin ATPase assay, HTRF ADP detection, 30 min; activity change, % (no concentration beside the values), hits read low; 360,000 compounds, 0.3% hits; AID 651819, 2012; in the data active = activity change below about -30%; also: % is scaled to controls: 0 for no effect and ±100 for the full control effect
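TRiC (40 or 20 nM final, by batch activity) in 30 mM Tris pH 7.4, 100 mM KCl, 5 mM MgCl2, 1 mM DTT was treated with compound at 76 uM single dose, then 10 uM ATP, 30 min at 37 °C. ADP was read by HTRF Transcreener.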
PLK1 PBD block: qHTS for Inhibitors of PLK1-PDB (polo-like kinase 1 - polo-box domain): Primary Screen | AID 720504, 2013 | Serine/threonine-protein kinase PLK1 (Homo sapiens), P53350 | Potency, µM, without a hit: max response, negative = inhibition, actives largely listed as inhibitors | 360,000 compounds, 2.8% hits | Plk1 PBD binding of FITC phosphopeptide, fluorescence polarization; also: potency is read from the fitted curve at half-maximal effect; series mostly up to about 57 µM; % is scaled to controls: 0 for no effect and ±100 for the full control effect; nearly all actives have a fitted effect of over 65% in size
Target sequence (P53350 whole entry, looked up, the tested form may be a part): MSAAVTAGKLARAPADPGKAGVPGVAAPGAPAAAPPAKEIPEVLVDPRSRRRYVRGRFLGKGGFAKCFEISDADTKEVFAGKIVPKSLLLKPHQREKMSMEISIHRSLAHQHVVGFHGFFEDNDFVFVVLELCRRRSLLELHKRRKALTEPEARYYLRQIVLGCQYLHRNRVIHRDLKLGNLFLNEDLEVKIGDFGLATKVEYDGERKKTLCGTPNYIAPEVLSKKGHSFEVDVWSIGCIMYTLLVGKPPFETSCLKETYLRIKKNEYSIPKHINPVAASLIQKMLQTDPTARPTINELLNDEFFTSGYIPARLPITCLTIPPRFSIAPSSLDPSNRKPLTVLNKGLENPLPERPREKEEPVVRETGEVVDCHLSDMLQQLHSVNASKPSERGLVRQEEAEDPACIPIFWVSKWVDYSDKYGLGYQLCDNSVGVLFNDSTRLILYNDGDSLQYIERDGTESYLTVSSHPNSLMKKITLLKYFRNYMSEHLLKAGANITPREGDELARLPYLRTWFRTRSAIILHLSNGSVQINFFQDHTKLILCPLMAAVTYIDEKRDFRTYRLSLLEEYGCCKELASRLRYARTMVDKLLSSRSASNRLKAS
MmCpn inh: Inhibitors of TCP-1 ring complex (TRiC) of Methanococcus maripaludis (MmCpn): qHTS; AID 504842, 2011; Potency, µM (highest dose often 76.9 µM), for inactives: at the highest dose activity, negative = inhibition, hits mostly inhibitors; purified Mm-Cpn ATPase, ADP Transcreener TR-FRET; 330,000 compounds, 0.031% hits; also: potency is read from the fitted curve at half-maximal effect; % is scaled to controls: 0 for no effect and ±100 for the full control effect; nearly all actives have a fitted effect of over 80% in size
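Measured: ADP formation by purified Mm-CPN. Conditions: 25 nM protein, 10 uM ATP, Tris pH 7.4 with Mg2+, K+ and DTT, 37°C for 30 min. Detection: Transcreener HTRF after 30 min at room temperature.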
WRN helicase inh: qHTS for Inhibitors of WRN Helicase; AID 651768, 2012; 360,000 compounds, 0.46% hits; Potency, µM (top dose mostly 114 µM), inactives show at the top dose activity change, negative = inhibition, usual class: inhibitors; WRN helicase unwinding, fluorescent forked duplex, kinetic; also: potency is read from the fitted curve at half-maximal effect; % is scaled to controls: 0 for no effect and ±100 for the full control effect; nearly all actives have a fitted effect of over 55% in size
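Enzyme (20 nM final) and test compound sit together 15 min at room temperature before substrate addition. Substrate is a single-forked duplex oligonucleotide (100 nM) labelled with fluorophore and quencher, with 2 mM ATP; helicase unwinding raises red fluorescence, read kinetically.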
EPAC2 antag: qHTS for Antagonist of cAMP-regulated guanine nucleotide exchange factor 2 (EPAC2): primary screen; EPAC2 GEF exchange of Rap1B-BODIPY-GDP, fluorescence; 360,000 compounds, 0.18% hits; Rap guanine nucleotide exchange factor 4 (Homo sapiens), Q8WZA2; Potency, µM (doses to about 114 µM), inactives show at the top dose activity, negative = inhibition, usual class: inhibitors; also: potency is read from the fitted curve at half-maximal effect; % is scaled to controls: 0 for no effect and ±100 for the full control effect; nearly all actives have a fitted effect of over 45% in size; many of its hits are not listed in these tables
Active calls of the source: *; ? = inconclusive; nt = no result given; [ ] = dose if it differs, or a comment. Unless noted, calls follow the shape of the dose curve; as a rule, active = well fitted curve in the direction sought with a large enough effect; inconclusive = small, poorly fitted or top-dose-only effect, or another doubt; inactive = no such curve, though single readings can be large; an effect the other way counts as inactive or inconclusive.

SMILES | PI5P4Ka inh | EPAC1 antagonist | EPAC1 agonist | CCT modulator | PLK1 PBD block | MmCpn inh | WRN helicase inh | EPAC2 antag
CCOC(=O)c1cc2c(s1)-c1ccccc1CC2 | 1 | 1% | 15% | -0.9 | -1% | -2% | -15% | 6%
Cc1ccc2cc(-c3noc(C4CCCCC4)n3)c(=O)[nH]c2c1 | -9 | 10% | -6% | -0.2 | 2% | ? | 3% | -13%
CC1CCN(S(=O)(=O)c2ccc(N/N=C(/C#N)C(N)=O)cc2)CC1 | -6 | 10% | -10% | -0.3 | -9% | 1% | -7% | 21%
O=C(/C=C/c1ccccc1[N+](=O)[O-])NCc1ccc(Cl)cc1 | 1 | -9% | -17% | -2.0 | -21% | -7% | 10% | 4%
COC(=O)c1c(C)[nH]c(C(=O)CN2C(=O)C3CC=CCC3C2=O)c1C (stereo not given) | 3 | -21% | 3% | -1.3 | -3% | -6% | -4% | -9%
C1CCN(c2nc(N3CCCCC3)nc(N3CCNCC3)n2)CC1 | -8 | 12% | -6% | -0.9 | 0% | 1% | 11% | 5%
CCOC(=O)Cc1csc(NC(=O)c2ccc(F)cc2)n1 | 3 | -10% | 4% | -1.6 | 7% | 1% | -6% | 6%
O=C(Cc1ccc(Cl)cc1)OCC(=O)c1ccc[nH]1 | 1 | -3% | 6% | -3.6 | -2% | 0% | -1% | -20%
COc1ccccc1C1=NOC(Cn2c(NCC3CCCO3)nc3c2c(=O)n(C)c(=O)n3C)C1 (stereo not given) | 3 | -23% | 0% | 1.0 | 3% | 1% | -21% | -4%
C#Cc1cccc(C(=O)N2CCCC(CCC(=O)NCc3ccccc3F)C2)c1 (stereo not given) | -6 | 7% | 4% | -3.1 | -2% | nt | -18% | 8%
CCCNC(=O)C1(C)CCN(Cc2cc(C)n(C)n2)C1 (stereo not given) | 17 | -7% | 3% | 0.7 | -7% | nt | -5% | -7%
O=C(c1ccc(Cl)cc1)c1c[nH]cc1-c1ccccc1 | 0 | 17% | -2% | 1.7 | 0% | 0% | 7% | 4%
O=C(NCc1ccco1)c1ccc([N+](=O)[O-])o1 | -63* | -17% | 7% | 0.2 | ? | 2% | ? | 9%
CCCCNc1nc2c(c(=O)n(Cc3ccccc3)c(=O)n2C)n1C | 0 | 5% | 9% | 0.6 | -11% | 0% | -2% | -1%
CCNc1nc(Oc2ccc(=O)n(-c3ccccc3)n2)nc(N2CCOCC2)n1 | 5 | -1% | 4% | 3.3 | -2% | 0% | -6% | 9%
CCC(=O)Nc1cccc(Oc2nc(C)cc(C)c2C#N)c1 | -3 | 6% | -9% | -0.5 | 4% | 2% | 9% | 4%
COc1cc2[nH]c(=S)nc(NCc3cccnc3)c2cc1OC | -1 | -4% | -1% | -3.5 | -8% | -1% | -9% | 1%
Cn1cnnc1SCC(=O)NNC(=O)c1ccc(Cl)cc1 | -7 | -14% | 5% | -3.8 | -10% | 2% | ? | -6%
CC1=C(C(=O)Nc2cc(C(=O)NCc3ccccc3)ccc2C)SCCO1 | 1 | ? | 3% | 1.1 | -11% | nt | -11% | -10%
Cn1c(=O)[nH]c(=O)c2c1nc(Br)n2CCCCSc1nc2ccccc2o1 | nt | -3% | -2% | -0.1 | ? | 2% | -3% | 7%
COc1cccc(Cn2c(NCc3cccnc3)nc3c2c(=O)n(C)c(=O)n3C)c1 | 1 | -7% | 6% | -2.1 | 4% | 2% | -5% | 4%
O=C(Nc1ncc(Br)s1)C(Cc1ccccc1)n1cccc1 (stereo not given) | 3 | -26% | 3% | -1.4 | -5% | -2% | -17% | -24%
CCCS(=O)(=O)NC(=O)C1(C)CCN1C(=O)Cc1ccc(Cl)cc1Cl (stereo not given) | 1 | -12% | 0% | -2.2 | -9% | nt | -1%[57.1 µM] | 6%
Cc1cccc(OCC(=O)Nc2ccc3c(c2)nc(CCN2CCN(c4ccccn4)CC2)n3C)c1 | 0 | -3% | 2% | -0.4 | -14% | 2% | 1% | -10%
CC(=O)Nc1cccc(-c2nc3ccccc3c(=O)o2)c1 | -2 | 13% | 2% | -4.6 | -9% | -1% | -5% | 6%

A draw from above in order of SMILES length, lowest first:
SMILES | PI5P4Ka inh | EPAC1 antagonist | EPAC1 agonist | CCT modulator | PLK1 PBD block | MmCpn inh | WRN helicase inh | EPAC2 antag
Cn1cnnc1SCC(=O)NNC(=O)c1ccc(Cl)cc1 | -7 | -14% | 5% | -3.8 | -10% | 2% | ? | -6%
COc1cc2[nH]c(=S)nc(NCc3cccnc3)c2cc1OC | -1 | -4% | -1% | -3.5 | -8% | -1% | -9% | 1%
CC1CCN(S(=O)(=O)c2ccc(N/N=C(/C#N)C(N)=O)cc2)CC1 | -6 | 10% | -10% | -0.3 | -9% | 1% | -7% | 21%

(listing goes on)
SMILES | PI5P4Ka inh | EPAC1 antagonist | EPAC1 agonist | CCT modulator | PLK1 PBD block | MmCpn inh | WRN helicase inh | EPAC2 antag
COc1ccc(O)c(C(=O)CC(=O)c2ccc(F)cc2)c1 | 8 | -5% | 15% | -0.9 | -9% | -2% | -9% | -18%
O=C(CC(Nc1ccc(F)cc1)c1ccccc1)c1ccccc1 (stereo not given) | 0 | -11% | 6% | -2.6 | -25% | 0% | ? | -13%
COc1c2ccc(C(=O)NCc3cc(C(F)(F)F)cc(C(F)(F)F)c3)cc2nn1C | 3 | -15% | -17% | 0.5 | -4% | 1% | 0% | ?
COc1ccc(S(=O)(=O)N2CCOC23CCN(S(=O)(=O)c2ccccc2)CC3)cc1 | -8 | 4% | 3% | 0.9 | -5% | 1% | -20% | 5%
CCOc1ccc2oc(C(=O)Nc3nccs3)c(C)c2c1 | 8 | 0% | 8% | -5.5 | 0% | -6% | -5%[11.6 µM] | 5%
O=C(CSc1nc2[nH]ncc2c(=O)[nH]1)NCc1ccccc1Cl | -23 | -8% | 8% | -1.6 | 4% | 1% | -3% | 11%
CCn1c(=S)sc2c(=O)n(CC(=O)Nc3ccc(OC)c(Cl)c3)c(C)nc21 | 1 | -11% | -5% | -0.2 | 0% | 0% | -3% | 9%
Cc1cc(C)cc(NC(=O)CSc2nc3c(oc4ccccc43)c(=O)n2-c2ccccc2)c1 | 4 | -8% | 10% | -2.6 | -5% | -4% | -24% | -11%
COC(=O)CN1C(=S)N(c2ccc(OC)cc2)C(=O)/C1=C/c1cccs1 | 0 | 6% | 2% | -0.5 | -7% | 3% | -2% | -1%
COc1ccc(S(=O)(=O)N(C)CC(=O)NC2CCCCC2)cc1Cl | nt | 0% | 4% | 0.6 | 1% | 1% | -6% | -4%
CC(C(=O)N1CCc2ccccc21)N1CCN(S(=O)(=O)c2ccc3c(c2)OCCCO3)CC1 (stereo not given) | 2 | 10% | 7% | 0.5 | 1% | nt | -7% | -8%
CCOc1ccccc1NC(=O)CSc1nc2c(c(=O)n(C)c(=O)n2C)n1C | 0 | -11% | 9% | -4.7 | 4% | -3% | 1% | 3%
COc1cc(NC(=O)C2CCN(S(=O)(=O)c3cnc[nH]3)CC2)cc(OC)c1OC | nt | 15% | 6% | -7.2 | -9% | 3% | -5% | 4%
CCOC(=O)N1CCN(S(=O)(=O)c2ccc3c(c2)CC(C)N3C(=O)C2CC2)CC1 (stereo not given) | 0 | 1% | -6% | 0.7 | -2% | 2% | 14% | 5%
CC(C)C(NC(=O)c1ccc2c(c1)OCCO2)c1nc2ccccc2[nH]1 (stereo not given) | 0 | -14% | 3% | -7.9 | -15% | 1% | -4% | 4%
CC1Cc2ccccc2N1C(=O)COC(=O)c1cccnc1Cl (stereo not given) | nt | 8% | 1% | -0.5 | -7% | 0% | 29% | 3%
Cc1cccc(C2NC(c3cccc(C)c3)C([N+](=O)[O-])C(C)(C)C2[N+](=O)[O-])c1 (stereo not given) | -10 | -20% | 15% | -1.3 | -9% | 1% | -22% | -4%
COc1ccc(C)cc1NC(=O)CN1C(=O)c2cccc3cccc1c23 | nt | -27% | 5% | -2.7 | -7% | -2% | 4% | -8%
O=C(CN1C(=O)NC2(CCCc3ccccc32)C1=O)N1CCCCC1 (stereo not given) | -12 | ? | -7% | -1.3 | -3% | 2% | 0% | 3%
C=CCC(=O)N1CCCC(C(=O)c2ccc(Cl)cc2)C1 (stereo not given) | -1 | -3% | 14% | -2.9 | -9% | 1% | 6% | 2%
CC(=O)Nc1ccc(NC(=O)C2CC(=O)N(Cc3ccccc3)C2)cc1 (stereo not given) | 3 | -9% | -2% | 1.7 | 1% | 3% | 0%[57.1 µM] | 6%
Cc1csc(SCC(=O)NC(=O)c2ccccc2)n1 | -1 | -11% | 2% | 0.4 | 5% | -2% | -6% | -7%
COc1ccc(N2CCN(C(=O)CC34CC5CC(CC(C5)C3)C4)CC2)c([N+](=O)[O-])c1 | 1 | 16% | 0% | -1.7 | -4% | 0% | -15% | 2%
Cc1ccc(NC(=O)c2nc[nH]c2C(=O)N2CCN(c3ccccc3)CC2)cc1 | 16 | 1% | -17% | 0.6 | 5% | -1% | 6% | 7%
CCCNC(=O)c1ccc(N2CCC3(CC2)CC(c2ccccc2)=NO3)c(NC(=O)c2cccc(C)c2)c1 | -1 | 5% | -4% | -1.8 | -15% | 0% | 4% | 15%
COc1ccccc1CNC(=O)C(=O)c1cn(CC(=O)N2CCCCC2)c2ccccc12 | 2 | 8% | 14% | -1.0 | 8% | nt | 4% | -8%
O=C(O)CCc1ccc(-c2ccccc2)n1CC1CCCO1 (stereo not given) | 5 | 3% | 4% | -0.9 | -2% | 1% | -1% | -5%
COc1cc(OC)c(OC)cc1/C=C1\Oc2cc(OCC(=O)N3Cc4ccccc4C[C@H]3C(=O)O)ccc2C1=O | 2 | -27% | 6% | -0.2 | 51%[activator] | -8% | ? | -3%
COc1cc(C)nc(N2CCC(C(=O)NCC3CCCO3)CC2)n1 (stereo not given) | 6 | 0% | 7% | 1.2 | 6% | 1% | 5% | 17%
CCn1c(C(=O)N2CCc3ccccc3C2)cc2oc3ccccc3c21 | 9 | 0% | 16% | 1.1 | -4% | -13% | -2% | -1%

Bioassay records deposited in PubChem BioAssay by National Center for Advancing Translational Sciences (NCATS).

This is a subset, so the mix of outcomes need not match the whole.
